DUSP3 inh: DUSP3 (human) phosphatase inhibition; P51452; recombinant VHR phosphatase, pNPP absorbance; inhibition, % at 13.3 µM; 290,000 tested, 0.52% active; in the data active = inhibition above about 50%; also: some compounds called inactive have numbers as strong as hits
Target sequence (P51452 whole entry, looked up): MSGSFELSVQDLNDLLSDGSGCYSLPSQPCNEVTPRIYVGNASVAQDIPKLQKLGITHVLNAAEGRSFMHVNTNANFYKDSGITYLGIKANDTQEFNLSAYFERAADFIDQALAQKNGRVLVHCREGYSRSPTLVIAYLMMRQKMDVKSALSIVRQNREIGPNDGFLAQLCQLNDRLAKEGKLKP
BioA inh: blocks M. tuberculosis BioA enzyme activity | purified M. tuberculosis BioA enzyme, plate reader | 360,000 tested, 0.096% active | inhibition, % at 9.99 µM | AID 602481; in the data active = inhibition above about 40%
Mtb UGM inh: Mtb UDP-galactopyranose mutase inhibition. P9WIQ1. purified UGM, fluorescence polarization probe displacement. inhibition, % at 10 µM. 320,000 tested, 0.06% active. AID 504406; in the data active = inhibition above about 10%, passing the limit was not always enough
Target sequence (P9WIQ1 whole entry, looked up): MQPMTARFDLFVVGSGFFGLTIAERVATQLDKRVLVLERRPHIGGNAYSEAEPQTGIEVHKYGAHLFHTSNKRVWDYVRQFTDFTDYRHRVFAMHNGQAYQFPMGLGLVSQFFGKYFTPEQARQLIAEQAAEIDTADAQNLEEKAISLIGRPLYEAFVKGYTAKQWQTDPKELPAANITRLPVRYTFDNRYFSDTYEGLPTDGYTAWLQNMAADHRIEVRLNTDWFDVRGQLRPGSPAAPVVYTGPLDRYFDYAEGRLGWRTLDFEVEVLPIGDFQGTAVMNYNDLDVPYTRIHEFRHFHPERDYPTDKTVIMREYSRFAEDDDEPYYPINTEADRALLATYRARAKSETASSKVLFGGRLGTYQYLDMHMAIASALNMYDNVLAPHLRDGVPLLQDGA
MazF activator: activators of E. coli MazEF toxin-antitoxin RNase | P0AE70 | FAM/BHQ RNA-DNA oligo cleavage fluorescence, 5 h | activation, % at 20 µM | 350,000 tested, 0.32% active | AID 504720; in the data active = activation above about 50%
Target sequence (P0AE70 whole entry, looked up): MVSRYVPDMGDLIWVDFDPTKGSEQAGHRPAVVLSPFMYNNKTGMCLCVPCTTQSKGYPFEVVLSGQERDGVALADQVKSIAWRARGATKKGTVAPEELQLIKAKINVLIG
Rv3671c protease: inhibitors of M. tuberculosis serine protease Rv3671c; 320,000 tested, 0.048% active; P9WHR9; inhibition, % at 5.96 µM; in the data active = inhibition above about 38%;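 also: extracellular domain of Rv3671c used as enzyme; 0% = enzyme with DMSO and 100% = no enzyme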
SSB-PriA inh: blocks PriA binding to SSB C-terminal tail; AlphaScreen SSBct-PriA binding, biotinylated peptide; inhibition, % at 33 µM; 430,000 tested, 0.6% active; in the data active = inhibition mostly above about 37%, no sharp cut-off; inactive = mostly below about 20%;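 also: plate controls were negative control peptide for no effect and reference peptide for full effect; strong numbers were not always called active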
3CLpro inhibitor: SARS-CoV 3CLpro protease inhibition | P0C6X7 | recombinant SARS-CoV 3CLpro, quenched FRET peptide cleavage | inhibition, % at 6 µM | 290,000 tested, 0.14% active | AID 1706; in the data active = inhibition above about 12%
Mtb FBA inh: inhibitors of M. tuberculosis fructose-bisphosphate aldolase | P9WQA3 | purified M. tuberculosis FBA, fluorescence read-out | inhibition, % at 1 µM | 360,000 tested, 2.3% active; in the data active = inhibition above about 27%;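 also: 0% = vehicle and 100% = reference inhibitor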
Target sequence (P9WQA3 whole entry, looked up): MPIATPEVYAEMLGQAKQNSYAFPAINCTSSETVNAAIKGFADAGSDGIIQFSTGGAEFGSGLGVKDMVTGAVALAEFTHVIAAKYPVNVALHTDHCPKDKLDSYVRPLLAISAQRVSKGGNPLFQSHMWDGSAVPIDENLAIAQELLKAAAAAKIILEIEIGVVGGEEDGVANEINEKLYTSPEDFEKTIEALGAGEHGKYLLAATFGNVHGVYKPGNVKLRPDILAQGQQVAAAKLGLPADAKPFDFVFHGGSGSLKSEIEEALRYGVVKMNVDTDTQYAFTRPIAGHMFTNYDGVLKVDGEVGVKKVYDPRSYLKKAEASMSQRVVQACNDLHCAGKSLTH
Vc quorum ag: quorum light induction in luxS cqsA deficient V. cholerae. 350,000 tested, 0.16% active. V. cholerae BH1578 lux reporter, luminescence, 6 h. activation, % at 18.7 µM; in the data active = activation mostly above about 9.7%, no sharp cut-off; also: not every result past the cut was called active; inactives centre near 0; reference of the scale not given here
GDH-TPI inh: counter-screen for M. tuberculosis FBA inhibitors: GDH-TPI coupled enzymes; GDH-TPI coupled enzyme counterscreen, NADH absorbance; inhibition, % at 4.8 µM; 360,000 tested, 1.2% active; in the data active = inhibition above about 30%;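 also: 0% = DMSO wells and 100% = wells lacking the enzyme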
* hit, by the source's call; i = inactive; nt = not tested or not shown; & = joins results of further samples. A portion of the library. The share of hits here may be higher or lower than overall.

SMILES | DUSP3 inh | BioA inh | Mtb UGM inh | MazF activator | Rv3671c protease | SSB-PriA inh | 3CLpro inhibitor | Mtb FBA inh | Vc quorum ag | GDH-TPI inh
CC(C)n1cc(CN2CCC(C(=O)Nc3cccc(-c4cscn4)c3)CC2)cn1 | -6 | -0.7 | 2.2 | 4 | -4 | -9 | -1 | -1 | i | 11
Cc1ccc(OCC(=O)N(Cc2cccc(Cl)c2)C2CCS(=O)(=O)C2)cc1C (centres undefined) | 3 | 0.0 | 2.5 | -8 | -7 | -9 | 0 | 0 | i | -3
FC(F)(F)c1cccc(C2NCc3ccccc3-n3cccc32)c1 (centres undefined) | 10 | nt | -1.0 | 8 | 3 | 12 | -1 | 5 | i | -1
Cc1cc(NC(=O)CSc2nc3ccccc3c(=O)n2CCCC(=O)NCc2ccccc2)n[nH]1 | 25 | 0.3 | -1.6 | 5 | -2 | -4 | -3 | -4 | 1.4 | 11
O=C(N/N=C/c1cccc(O)c1)c1ccc(-n2cnnn2)cc1 | nt | nt | nt | -3 | nt | nt | nt | 1 | i | 13
Cc1ccc(C)c(N2CCN(C(=O)CCC(=O)Nc3nnc(CC(C)C)s3)CC2)c1 | 10 | -1.3 | -0.7 | 4 | 1 | -4 | 5 | -3 | -0.3 | -8
O=C(COC(=O)c1ccccc1C(=O)N1CCN(c2ccccc2)CC1)Nc1ccccc1 | 29 | nt | 0.1 | 32 | -11 | 9 | 3 | -2 | -0.2 | 7
CCN(CC(=O)NCc1ccc(F)cc1)C(=O)/C=C/c1ccc(OC)c(S(=O)(=O)NC(C)C)c1 | 26 | -0.3 | 0.1 | 2 | 7 | -2 | -1 | -1 | i | 0
CCCC(=O)N(CCc1ccccc1)Cc1nc2ccccc2c(=O)[nH]1 | 15 | -0.1 | 1.3 | -18 | -6 | -6 | -4 | 0 | -0.5 | -7
C=CCNc1nc(N(c2ccccc2)c2ccccc2)nc(-n2ccnc2)n1 | 17 | nt | -0.3 | -5 | -5 | 2 | 3 | 0 | 11 | -14
COc1cc(OC)c(NC(=O)Cn2cnc3sc(C)c(S(=O)(=O)N4CCOCC4)c3c2=O)cc1Cl | -5 | -0.8 | 1.2 | 2 | 8 | -8 | 1 | 0 | 0.0 | -1
COc1ccc(C(=O)NC(CC(=O)O)c2cc([N+](=O)[O-])ccc2Cl)c(SC)c1 (centres undefined) | -9 | nt | -0.8 | -3 | 8 | -12 | -2 | 0 | i | 3
Cc1ccc(S(=O)(=O)N2CCN(CCOc3ccccc3)CC2)cc1 | nt | nt | nt | 2 | nt | -16 | nt | 1 | i | -11
CCN1CCN(c2cc(C)c3cc(NC(=S)N4CCN(c5ccc(F)cc5)CC4)ccc3n2)CC1 | 27 | -0.9 | -2.0 | 15 | 8 | 19 | -3 | 11 | 0.0 | -11
Cc1ccc(Sc2ccc(C(=O)N3CCOCC3)cc2[N+](=O)[O-])cc1 | 14 | 6.8 | -0.8 | -5 | 9 | 23 | 1 | 1 | -1.4 | -1
CC(=O)Nc1cc2nc(C)n(Cc3ccccc3)c2nc1C | -6 | 0.6 | -1.2 | 1 | -9 | 1 | 0 | 4 | i | -3
COC(=O)C1=C(c2cc3ccccc3o2)C[C@@H]2CC[C@H]1N2C(=O)NCc1ccccc1 | nt | -0.5 | -0.7 | 0 | -3 | -2 | nt | -1 | i | 8
CCCOc1ccc(-c2nc(N)n[nH]2)cc1 | 20 | nt | 2.2 | 6 | -5 | -6 | -2 | 5 | 1.3 | 11
O=C(NCCOc1ccccc1)C1CCCCC1 | 12 | -0.7 | -0.6 | 3 | -8 | -16 | -5 | 1 | 5.2 | -1
Cc1cc(C(=O)COc2ccccc2C(N)=O)c(C)n1CC1CCCO1 (centres undefined) | 2 | -0.6 | 0.8 | 6 | 6 | 1 | -1 | 1 | i | 0
Cc1cccc(NC(=O)c2ncn3c2C(=O)NC[C@H]3C)c1 | nt | 0.1 | nt | -2 | nt | nt | nt | -3 | 0.1 | -9
CCN(C[C@H]1N[C@@](CC)(C(=O)OC)[C@H]2C(=O)N(C)C(=O)[C@@H]12)C(=O)c1ccc(F)cc1 | nt | -1.4 | nt | 2 | -1 | 5 | nt | 4 | 1.0 | 2
COc1ccc(Nc2nc(NCCO)nc(N3CCCC3)n2)cc1 | nt | -0.1 | 1.5 | 3 | -9 | 0 | nt | 2 | i | 1
COc1ccc(CCNc2ncnc3c2c(C)c(C)n3CCO)cc1OC | nt | 3.1 | 0.8 | 11 | -1 | 0 | 0 | 2 | i | 5
CCOC(=O)c1c(CN2CCN(C)CC2)oc2ccc(OC)cc12 | -1 | -1.4 | 1.3 | 2 | -5 | -11 | -4 | 1 | -3.0 | 13
CCOCCn1c(N2CCN(c3ccccc3)CC2)nc2c1c(=O)[nH]c(=O)n2C | 0 | nt | -1.4 | 6 | 1 | -7&-1 | 2 | 0 | -0.2 | 4
C[C@H](CO)N1C[C@H](C)[C@@H](CN(C)C(=O)Nc2ccc(C(F)(F)F)cc2)Oc2c(NS(=O)(=O)c3ccc(F)cc3)cccc2C1=O | nt | -1.9&0.2 | nt | 2 | -4 | -14 | nt | -2 | i | 4
Cc1nnc(SCC(=O)NCCN2C(=O)CSC2=O)n1-c1ccccc1 | 9 | nt | 0.1 | -8 | 11 | -3 | 3 | 1 | -1.1 | 4
O=C(O)c1cc(-c2ccc(/C=C3/SC(=S)N(Cc4ccccc4)C3=O)o2)ccc1Cl | -26 | -0.4 | nt | -234 | nt | 5 | 4 | -2 | -0.3 | 6
Cn1c(=O)[nH]c(=O)c2c1nc([N+](=O)[O-])n2Cc1ccccc1 | -3 | nt | 0.0 | 5 | 8 | 0 | 2 | 3 | -0.3 | 15
Cc1ccc(NC(=O)COC(=O)CCOc2ccccc2C)cc1 | 9 | -2.1 | -2.2 | -4 | 3 | -11 | 3 | -3 | i | 1
O=C(COC(=O)/C=C/c1ccc(F)cc1)Nc1cccc(S(=O)(=O)N2CCCC2)c1 | 13 | nt | 0.5 | -1 | -13 | -13 | 9 | 0 | -0.5 | -1
COc1ccc2cc(CCNS(=O)(=O)c3ccc(NC(C)=O)cc3)c(=O)[nH]c2c1 | 4 | -1.4 | 0.4 | 8 | -4 | -4 | 4 | 1 | -2.2 | -3
COc1cccc(-n2c(O)c(C=NCCN3CCNCC3)c(=O)[nH]c2=S)c1 | 11 | nt | 0.6 | 6 | 1 | 5 | 0 | 1 | -1.1 | 31
CCCc1ccc(-c2cc(C(=O)NN3CCOCC3)c3ccccc3n2)cc1 | 10 | -3.4 | -0.9 | 6 | 4 | -32 | 2 | 5 | -0.4 | 7
Cc1cccc(C(=O)O/N=C2/CC3CCC2(C)C3(C)C)c1 (centres undefined) | -35 | 2.0 | -0.5 | -2 | -9 | nt | 2 | 2 | -5.3 | -3
COc1ccc(NC(=O)CN(C)C(=O)CCCc2nc3ccccc3s2)cc1 | nt | nt | nt | -5 | 3 | -8 | nt | -2 | i | 0
CCCCN(CC)CCNC(=O)CNC(=O)Cn1ccc2ccccc2c1=O | 9 | nt | 1.5 | 2 | -7 | -13 | -2 | 3 | 0.2 | 0
O=c1nc(/C=C/c2cc([N+](=O)[O-])ccc2Cl)cc(C(F)(F)F)[nH]1 | 10 | -2.4 | -0.2 | 0 | -6 | -5 | -1 | 3 | -2.2 | 2
CCC(NC(=O)c1ccc([N+](=O)[O-])cc1[N+](=O)[O-])c1ccccc1 (centres undefined) | -31 | 0.6 | -1.8 | 4 | 6 | 3 | 1 | 2 | i | 3

Another view of part of the listing above:
Second line of a record: DUSP3 inh, BioA inh, Mtb UGM inh, MazF activator, Rv3671c protease, SSB-PriA inh, 3CLpro inhibitor, Mtb FBA inh, Vc quorum ag, GDH-TPI inh
- O=C(O)c1cc(-c2ccc(/C=C3/SC(=S)N(Cc4ccccc4)C3=O)o2)ccc1Cl
→ -26, -0.4, nt, -234, nt, 5, 4, -2, -0.3, 6
- Cn1c(=O)[nH]c(=O)c2c1nc([N+](=O)[O-])n2Cc1ccccc1
→ -3, nt, 0.0, 5, 8, 0, 2, 3, -0.3, 15
- Cc1ccc(NC(=O)COC(=O)CCOc2ccccc2C)cc1
→ 9, -2.1, -2.2, -4, 3, -11, 3, -3, i, 1
- O=C(COC(=O)/C=C/c1ccc(F)cc1)Nc1cccc(S(=O)(=O)N2CCCC2)c1
→ 13, nt, 0.5, -1, -13, -13, 9, 0, -0.5, -1
- COc1ccc2cc(CCNS(=O)(=O)c3ccc(NC(C)=O)cc3)c(=O)[nH]c2c1
→ 4, -1.4, 0.4, 8, -4, -4, 4, 1, -2.2, -3
- COc1cccc(-n2c(O)c(C=NCCN3CCNCC3)c(=O)[nH]c2=S)c1
→ 11, nt, 0.6, 6, 1, 5, 0, 1, -1.1, 31
- CCCc1ccc(-c2cc(C(=O)NN3CCOCC3)c3ccccc3n2)cc1
→ 10, -3.4, -0.9, 6, 4, -32, 2, 5, -0.4, 7
- Cc1cccc(C(=O)O/N=C2/CC3CCC2(C)C3(C)C)c1 (centres undefined)
→ -35, 2.0, -0.5, -2, -9, nt, 2, 2, -5.3, -3
- COc1ccc(NC(=O)CN(C)C(=O)CCCc2nc3ccccc3s2)cc1
→ nt, nt, nt, -5, 3, -8, nt, -2, i, 0
- CCCCN(CC)CCNC(=O)CNC(=O)Cn1ccc2ccccc2c1=O
→ 9, nt, 1.5, 2, -7, -13, -2, 3, 0.2, 0
- O=c1nc(/C=C/c2cc([N+](=O)[O-])ccc2Cl)cc(C(F)(F)F)[nH]1
→ 10, -2.4, -0.2, 0, -6, -5, -1, 3, -2.2, 2
- CCC(NC(=O)c1ccc([N+](=O)[O-])cc1[N+](=O)[O-])c1ccccc1 (centres undefined)
→ -31, 0.6, -1.8, 4, 6, 3, 1, 2, i, 3

(next part)
SMILES | DUSP3 inh | BioA inh | Mtb UGM inh | MazF activator | Rv3671c protease | SSB-PriA inh | 3CLpro inhibitor | Mtb FBA inh | Vc quorum ag | GDH-TPI inh
Cc1ccc(CNS(=O)(=O)c2ccc3c(c2)NC(=O)CS3)cc1 | -27 | -3.8 | -2.2 | 1 | -2 | -10 | -2 | -3 | i | -1
Cc1ccc(S(=O)(=O)c2cc3ccccc3oc2=Nc2ccc3c(c2)OCCO3)cc1 | -3 | -2.2 | -0.9 | 3 | -5 | 5 | 1 | 0 | 0.1 | -4
COc1ccc(CCNC(=O)CCn2c(=O)c3ccccc3n(CC(=O)NCC3CCCO3)c2=O)cc1OC (centres undefined) | 12 | nt | -1.4 | 2 | 0 | 0 | 2 | 2 | i | -4
Cc1cccnc1NC1=NCC(C)S1 (centres undefined) | 13 | -1.7 | 0.8 | 6 | 1 | -8 | 7 | -1 | i | 8
Cc1ccc(/C=C/C(=O)OCC(=O)Nc2cccnc2Cl)o1 | nt | -0.4 | 2.0 | 6 | 0 | 4 | nt | -1 | i | 21
C[C@H](CO)N1C[C@H](C)[C@@H](CN(C)C(=O)Nc2ccc(C(F)(F)F)cc2)Oc2c(NC(=O)Nc3ccc4c(c3)OCO4)cccc2C1=O | nt | 1.9&-1.8 | 1.1 | 4 | -3 | 9 | nt | 7 | i | -6
CCOC(=O)Cc1csc(NC(=O)c2ccc(S(=O)(=O)N3CCCCC3)cc2)n1 | 30 | -0.3 | -0.6 | 7 | -6 | -2 | 3 | 2 | -1.7 | 17
O=C(COC(=O)c1cccnc1Nc1cccc(C(F)(F)F)c1)NC1CCS(=O)(=O)C1 (centres undefined) | -5 | 0.1 | -1.0 | -4 | 5 | -9 | 5 | -3 | i | 10
COc1ccc(CN2CCC(CO)(CCOc3ccccc3)CC2)c(OC)c1C | 20 | 1.1 | 1.3 | 7 | -2 | 4 | -5 | 4 | -0.2 | 7
Clc1ccc(/C=N/Nc2nnc(Cl)c3ccccc23)cc1 | 3 | -0.3 | 1.5 | -9 | -1 | nt | 3 | 2 | -0.2 | 1
COc1ccc(C2C=C(C)Nc3nc(SC)nn32)cc1 (centres undefined) | 18 | 6.0 | 0.4 | 7 | 1 | -12 | 0 | 149* | -0.5 | 20
